High-throughput results (PubChem BioAssay)
Myeloid diff 2 = induction of myeloid progenitor differentiation, primary screen, cell-based, flow cytometry, MLPCN library; ER-HoxA9 myeloid progenitors, lysozyme-GFP differentiation; calls only at 10 µM; hit rate 1% among 360,000; AID 624256, 2012;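 active = normalized GFP-positive differentiation at or above the plate's own cutoff, the solvent-only control mean plus 3 SD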;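 also: cells exposed to compound for four days before flow analysis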
K1F lysis inhibition = inhibition of K1F phage lysis, E. coli UTI89, bacterial capsule biogenesis inhibitors, alamar blue (AID 488966) | hit rate 0.02% among 340,000 | inhibition, % at 100 µM; hits with a dose series show IC50 in µM | E. coli UTI89 K1F phage lysis, alamar blue, 2 h; higher % means a stronger effect;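 active = phage lysis inhibition, versus mean bacterial control, above a set limit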;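 also: capsule biogenesis inhibitors block K1F phage lysis so surviving cells raise fluorescence; higher fluorescence means more inhibition of phage lysis; actives were called in the ten point dose series up to 300 µM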
CSM14.1 death rescue = rescue of cells from ER stress-induced death, primary screen, 384-well, CSM14.1, thapsigargin, ATP luminescence (AID 1222). CSM14.1 thapsigargin-induced death rescue, ATP luminescence; higher % means a stronger effect. cellular ATP content (survival), % at 20 µM, or EC50 in µM where a hit was titrated. 190,000 tested, under 10 active;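 active = EC50 below 50 µM in the dose-response confirmation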;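 also: death triggered by thapsigargin at about 15 µM added after 2 h compound pretreatment; cell ATP read after overnight thapsigargin exposure of roughly 18 to 22 hours; normalized against plate controls of thapsigargin alone and 5% DMSO vehicle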
WT yeast gro inh = growth inhibition of WT strain, primary screen, mitochondrial fusion inhibitor project, WT and mutant strains, chemical genetic; mitochondrial fusion phenotypic screen; inhibition, % at 10 µM; hit rate 2.1% among 190,000; AID 1362, 2008; in the data active = inhibition above about 58%; tested in S. cerevisiae
TNAP activation fold = human TNAP enzyme activators, primary screen, biochemical, luminescent, no phosphate acceptor, uHTS (AID 1001); purified TNAP, luminescent activation assay, no phosphate acceptor; higher activation fold means a stronger effect; one-dose activation fold at 20 µM; EC50 in µM for titrated hits; hit rate 0.03% among 200,000; in the data active = activation fold from about 3, or a potency from the dose series; inactive = the rest, 99 in 100 with activation fold below about 1.6; also: many of its hits are not listed in these tables
P. falciparum M1AAP = P. falciparum M1AAP inhibitors, biochemical, fluorogenic H-Leu-NHMec substrate, 1536-well (AID 1445). recombinant M1AAP, H-Leu-NHMec fluorogenic kinetic assay; higher % means a stronger effect. one-dose inhibition, % at 30 µM; IC50 in µM for titrated hits. hit rate 0.42% among 220,000. Aminopeptidase N (Plasmodium falciparum (isolate 3D7));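 active = primary inhibition above the hit cutoff, then over 50% inhibition at one or more dose response concentrations, cut at about 23% in these data, passing the limit was not always enough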;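 also: plate controls were DMSO full reaction for no effect and no enzyme background for full effect; strong numbers were not always called active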
human PMI inhibitors = human PMI inhibitors, high substrate, primary screen, biochemical, fluorescence intensity, high mannose 6-phosphate (AID 1220); hit rate 0.66% among 190,000; Mannose-6-phosphate isomerase (Homo sapiens); one-dose inhibition, % at 20 µM; IC50 in µM for titrated hits; recombinant PMI enzyme, coupled fluorescence intensity; higher % means a stronger effect
Hep lipid drop = inhibitors of hepatocyte lipid droplet formation, primary screen, imaging, high-throughput imaging, BODIPY stain | AML12 mouse hepatocytes, oleate lipid droplets | inhibition, % at 6.5 µM | hit rate 0.4% among 240,000 | AID 1656, 2009;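 active = lipid droplet intensity inhibited by at least 50%, with more than 500 cells counted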
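Technique: fluorescence imaging, 20x objective, two fields per well / Assay system: AML12 hepatocytes (mouse) / Measure: % inhibition of lipid droplet signal / Doses: 6.5 µM single-point dosing / Incubation: overnight exposure / Reagent: 100 µM oleic acid challenge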
human PMI inhibition = inhibitors of human PMI, primary screen, biochemical, fluorescence intensity, coupled assay (AID 1209); Mannose-6-phosphate isomerase (Homo sapiens); inhibition, % at 20 µM; hits with a dose series show IC50 in µM; purified PMI enzyme, coupled fluorescence intensity; higher % means a stronger effect; hit rate 0.42% among 190,000;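 also: plate controls were DMSO vehicle for no effect and wells lacking substrate for full effect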
WT yeast gro inh mutant strain = also measured in WT yeast gro inh; calls as there; inhibition, %; mitochondrial fusion phenotypic screen, mutant strain inhibition
Hep lipid drop cells 6.5 µM = also measured in Hep lipid drop; calls as there; cell count; measured here: cell count, cytotoxicity flag;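 cells counted across two imaged fields per well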
Myeloid diff 2 GFP+ MAC1+ % = further read-out of Myeloid diff 2, marked with its call; GFP+ MAC1+ double positive, %; measured here: differentiation confirmed by MAC1 staining
The depositor's hits bear a star; i = inactive; nt = not tested or not shown; + = active, no number; [ ] = remark or other dose. Rule as the data show it, unless noted: active = inhibition above about 50%; inactive = the rest.

Sample of the layout (five entries):
SMILES | Myeloid diff 2 | Myeloid diff 2 GFP+ MAC1+ % | K1F lysis inhibition | CSM14.1 death rescue | WT yeast gro inh | WT yeast gro inh mutant strain | TNAP activation fold | P. falciparum M1AAP | human PMI inhibitors | Hep lipid drop | Hep lipid drop cells 6.5 µM | human PMI inhibition
O=C(Nc1nc(-c2ccc(S(=O)(=O)N3CCCC3)cc2)cs1)c1cccs1 | i | 0.6 | 0.7% | 3.0% | 6.6 | 1.1 | 1.1 | 1.4% | 14.2% | -0.6 | 763 | 22.5%
Cc1ccccc1NC(=O)OCCN1CCN(Cc2ccccc2)CCC1=O | i | 1.7 | 1.7% | -3.4% | 8.7 | -2.4 | 1 | -2.5% | -6.4% | -4.8 | 698 | -0.3%
CCOc1ccc(/C=C/C(=O)Nc2ccc3[nH]c(=O)[nH]c3c2)cc1 | i | 0.5 | 6.4% | 1.8% | 6.9 | 18.1 | 1 | 5.9% | 4.5% | 19.9 | 709 | 8.6%
CCOC(=O)N1CCC(N(CCN(C)C)C(=S)Nc2ccc(OCC)cc2)CC1 | nt | nt | nt | 0.4% | -11.3 | -20.1 | 1.1 | -0.6% | 17.2% | -0.5 | 702 | 11.5%
CCCn1nnc(NC(=O)COc2ccc(Cl)cc2)n1 | i | 0.8 | 1.5% | -1.5% | -3.4 | 5.2 | 1.1 | -5.6% | -5.5% | -5.1 | 776 | 5.7%

The whole of this part, repeating the preview:
SMILES | Myeloid diff 2 | Myeloid diff 2 GFP+ MAC1+ % | K1F lysis inhibition | CSM14.1 death rescue | WT yeast gro inh | WT yeast gro inh mutant strain | TNAP activation fold | P. falciparum M1AAP | human PMI inhibitors | Hep lipid drop | Hep lipid drop cells 6.5 µM | human PMI inhibition
O=C(Nc1nc(-c2ccc(S(=O)(=O)N3CCCC3)cc2)cs1)c1cccs1 | i | 0.6 | 0.7% | 3.0% | 6.6 | 1.1 | 1.1 | 1.4% | 14.2% | -0.6 | 763 | 22.5%
Cc1ccccc1NC(=O)OCCN1CCN(Cc2ccccc2)CCC1=O | i | 1.7 | 1.7% | -3.4% | 8.7 | -2.4 | 1 | -2.5% | -6.4% | -4.8 | 698 | -0.3%
CCOc1ccc(/C=C/C(=O)Nc2ccc3[nH]c(=O)[nH]c3c2)cc1 | i | 0.5 | 6.4% | 1.8% | 6.9 | 18.1 | 1 | 5.9% | 4.5% | 19.9 | 709 | 8.6%
CCOC(=O)N1CCC(N(CCN(C)C)C(=S)Nc2ccc(OCC)cc2)CC1 | nt | nt | nt | 0.4% | -11.3 | -20.1 | 1.1 | -0.6% | 17.2% | -0.5 | 702 | 11.5%
CCCn1nnc(NC(=O)COc2ccc(Cl)cc2)n1 | i | 0.8 | 1.5% | -1.5% | -3.4 | 5.2 | 1.1 | -5.6% | -5.5% | -5.1 | 776 | 5.7%
COC(=O)/C(=C\c1ccc([N+](=O)[O-])o1)NC(=O)c1ccccc1 | i | 2.7 | -4.0% | -0.8% | -10.9 | -0.4 | 1 | 9.0% | -37.8% | -1.1 | 784 | -19.5%
COc1ccc(-c2nnnn2C(C)C)cc1 | i | 0.4 | -0.4% | nt | nt | nt | nt | 3.1% | nt | -5.4 | 666 | nt
CC(CCc1ccccc1)NC(=O)COC(=O)CC1CC2CCC1C2 (stereo unspecified) | i | 0.4 | 3.9% | 0.0% | 8.8 | -11.7 | 1.1 | 0.3% | -7.8% | 34.9 | 669 | 3.8%
Fc1ccc(NC(=S)N2CCCc3ccccc32)cc1 | i | 2.4 | -0.3% | 0.3% | 50.1 | 3.3 | 1.1 | -0.3% | 12.1% | nt | nt | 4.1%
CC(=O)Nc1cccc(OCC(=O)/C=C2\N(C)c3ccccc3C2(C)C)c1 | + | 0.5* | 0.5% | -9.7% | -20.3 | -7.6 | 1.1 | 7.6% | 1.6% | -26.7 | 666 | -12.7%
COc1ccc2c(c1)sc(=N)n2CC(=O)Nc1cc(C)cc(C)c1 | i | 0.2 | -0.9% | -2.2% | 6.5 | -7.0 | 1.1 | 0.2% | 9.8% | 3.2 | 634 | 8.0%
Cc1cc(=O)nc2c3ccccc3n(C(C)C(=O)NCCC(C)C)n12 (stereo unspecified) | i | 0.3 | -1.2%[50 µM] | nt | nt | nt | nt | 7.5% | nt | -11.4 | 741 | nt
CCn1c2ccccc2c2cc(NC(=O)N3CCOCC3)ccc21 | i | 0.4 | -0.3% | 2.2% | 21.5 | 3.8 | 1.1 | -8.8% | 20.0% | 13.6 | 827 | 24.8%
Cc1ccc2c(c1)N(Cc1ccncc1)C(=O)C(C)O2 (stereo unspecified) | i | 0.7 | -1.2% | -0.2% | -3.8 | -10.0 | 1.1 | 5.1% | -1.0% | nt | nt | -8.2%
COc1ccc(C(=O)NCCn2ccc3ccccc32)cc1OC | i | 2.2 | 1.5% | -3.4% | 3.4 | 0.0 | 1.1 | 8.3% | 1.4% | -0.8 | 679 | 7.2%
CCOc1ccc(NC(=O)CC)cc1 | nt | nt | nt | 1.8% | 11.2 | 0.3 | 1 | 2.8% | 11.7% | -20.6 | 650 | 10.6%
COc1ccccc1-c1nnc(SCC(=O)Nc2cc(C)on2)o1 | i | 0.5 | 0.9% | -2.1% | -3.3 | -4.4 | 1.1 | 14.8% | 2.8% | 5.3 | 725 | 3.9%
O=C1NC(=O)c2cc(NC(=O)C3CCCCC3)ccc21 | i | 1.6 | 4.5% | -3.6% | 14.0 | 3.6 | 1 | 0.0% | 13.6% | -16.9 | 691 | 13.5%
COc1ccccc1NC(=O)c1cc(C(=O)Nc2ccccc2OC)cc(N2C(=O)CCC2=O)c1 | i | 0.5 | 2.5%[50 µM] | 2.3% | -4.3 | -19.9 | 1.1 | 2.6% | -7.0% | 1.7 | 630 | -16.9%
Cc1ccccc1OCCCCn1c(CO)nc2ccccc21 | i | 0.1 | 0.2% | 1.1% | 34.0 | -1.4 | 1.3 | 1.8% | 7.9% | 5.7 | 791 | 2.2%
Cc1nn(C)cc1/C=N/NC(=O)Cn1nnc(N)n1 | i | 0.8 | 0.5% | nt | nt | nt | nt | 2.8% | nt | -0.4 | 676 | nt
CN1CCN(C(=O)CCN2C(=O)S/C(=C/c3ccc(Cl)cc3)C2=O)CC1 | i | 0.9 | 0.1% | -1.9% | -2.8 | 8.8 | 0.9 | 14.0% | -13.8% | -29.5 | 665 | -10.0%
COCCNC(=O)/C(C#N)=C/c1c(N2CC(C)OC(C)C2)nc2ccccn2c1=O (stereo unspecified) | i | 0.2 | 0.2% | 0.6% | -2.8 | -31.7 | 1 | 11.1% | 17.0% | -17.2 | 644 | 7.8%
CCOC(=O)c1cn2nc(N3CCCCC3)ccc2n1 | i | 0.1 | 1.0% | nt | nt | nt | nt | 3.2% | nt | -1.2 | 776 | nt
Clc1ccc(-c2nnc3c4ccccc4nc(N4CCOCC4)n23)cc1Cl | i | 2.3 | 0.0% | -0.2% | 8.3 | 19.7 | 1 | 12.5% | 7.9% | nt | nt | 4.2%
Cc1nnc(NC(=O)NCN2C(=O)C3C4C=CC(C4)C3C2=O)s1 (stereo unspecified) | i | 1.6 | 0.0% | 0.2% | -12.7 | 25.3 | 1 | 8.1% | -7.7% | nt | nt | -3.2%
O=C(N/N=C1\SCC(=O)N1CCc1ccccc1)c1cccs1 | i | 0.7 | 0.1% | 2.7% | -5.2 | -13.4 | 1.1 | nt | 2.6% | -0.8 | 757 | -0.8%
Cc1ccc(-n2c(CNc3ccc(F)cc3)nnc2SCC(=O)NCc2ccco2)cc1 | i | 1.2 | -0.6% | -1.1% | 4.0 | 15.9 | 1.1 | 3.5% | 9.1% | -14.3 | 739 | 16.2%
O=C1CC(N2CCN(c3ccc(O)cc3)CC2)C(=O)N1Cc1cccs1 (stereo unspecified) | i | 0.6 | 0.7% | 1.3% | -17.3 | -3.2 | 1.1 | 5.7% | 28.5% | -1.1 | 654 | 29.3%
CC(C)NC(=O)C1CCCN(S(=O)(=O)c2cccs2)C1 (stereo unspecified) | i | 0.6 | 0.5% | -1.3% | -7.0 | 1.2 | 1.1 | 9.5% | 3.4% | nt | nt | 3.4%
CCOc1ccc(C(=O)c2cnc3ccccc3c2N2CCN(CC)CC2)cc1 | i | 5.1 | 3.3% | -0.3% | -20.1 | 8.1 | 1 | 5.3% | -14.6% | -7.2 | 711 | -39.3%
CC1CCN(S(=O)(=O)c2ccc(NC(=O)Cn3nnc(-c4ccccc4)n3)cc2)CC1 | i | 1.2 | 0.7% | 2.0% | -1.6 | -19.3 | 1.2 | -12.8% | 2.7% | nt | nt | 1.7%
Cc1ccc(NC(=O)CS(=O)CC(=O)Nc2ccc3c(c2)OCO3)cc1Cl (stereo unspecified) | i | 0.8 | 0.6% | -0.5% | -5.5 | -3.0 | 1.1 | 4.4% | 9.6% | nt | nt | -2.7%
CN1CCN(S(=O)(=O)c2ccc(Sc3nc4ccccc4[nH]3)c3nsnc23)CC1 | i | 0.7 | 0.2% | 3.7% | -4.3 | 4.2 | 1 | 5.6% | -10.8% | -10.8 | 773 | 4.2%
Cc1c(-c2ccccc2)[nH]n2c(=O)c3c(nc12)CCCC3 | i | 0.1 | 0.0% | -0.1% | 4.0 | -5.0 | 1 | -0.3% | -2.9% | 4.4 | 722 | -4.6%
O=S(=O)(c1ccc(F)cc1)N1CCC(N2CCCC2)CC1 | i | 2.2 | 0.2% | nt | -7.5 | -6.2 | 1 | 4.5% | 1.8% | -8.9 | 592 | 8.3%
COc1ccc(Oc2ncnc3c2oc2ccc(Br)cc23)cc1 | i | 0.4 | 0.1% | -0.1% | nt | nt | 1.1 | nt | -8.8% | nt | nt | -0.8%
Cc1nc2c(c(C)nn2-c2ccccc2)c(C)c1Cl | i | 2.4 | 0.0% | nt | 6.1 | 1.9 | 1.1 | 3.9% | 0.0% | 15.5 | 675 | 5.1%
COC(=O)c1ccc(OCC(O)CN(CCO)CCO)cc1 (stereo unspecified) | i | 0.5 | 0.2% | -3.0% | -3.1 | -9.6 | 1.1 | 2.9% | 1.1% | nt | nt | -2.8%
Cc1c(C(=O)NCc2ccc3c(c2)OCO3)oc2ccc(S(=O)(=O)N3CCCC3)cc12 | i | 1.3 | 0.9% | -3.3% | -15.9 | -6.4 | 1 | -0.3% | 18.7% | -0.9 | 779 | 17.4%
